# CDK5 inh = CDK5/p35 (human) kinase inhibition; Q00535+Q15078; Recombinant CDK5/p35, ADP-Glo luminescence, 60 min; inhibition, % at 10 µM; 330,000 compounds, 0.01% hits; AID 488839;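 active = highest replicate inhibition of at least 50% and at least 75% of replicates reaching 50%; inconclusive = only one of the two criteria met; inactive = both criteria failed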;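 note: plate controls were DMSO neutral control for no effect and GW8510 at 10 µM for full effect; many of its hits are not listed in these tables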
# PvdQ acylase = blocks Pseudomonas aeruginosa PvdQ acylase activity; inhibition, % at 10 µM; 340,000 compounds, 0.063% hits; purified PvdQ acylase, fluorescence plate reader; in the data active = inhibition above about 30%, passing the limit was not always enough; inconclusive = no clear call, values can overlap the other calls;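 note: 0% = vehicle neutral wells and 100% = reference inhibitor wells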
# MITF TRPM1 HTS = MITF TRPM1 promoter activation in melanoma cells; SK-MEL-5 TRPM1-promoter luciferase, 24 h; % of positive control, neutral wells = 0; 300,000 compounds, 0.75% hits; activation, % at 12.5 µM; AID 588334;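 active = mean activation of at least 80% with every replicate also reaching 80%; inconclusive = mean reaches 80% but some replicate falls short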;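 note: 0% = neutral control wells and 100% = parthenolide positive control wells; values of inactives mirror those of a sister screen read the other way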
# SR-BI DiI inh = mouse SR-BI HDL lipid transfer inhibition; 320,000 compounds, 0.96% hits; inhibition, % at 12.5 µM; Q61009; ldlA[mSR-BI] CHO cells, DiI-HDL uptake fluorescence, 3 h;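 active = mean replicate inhibition of at least 70% and a set share of replicates each scoring 70 or more; inconclusive = meets just one of the two criteria; inactive = fails both criteria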;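 note: 0% = median of neutral control wells and 100% = median of positive control wells; values of inactives mirror those of a sister screen read the other way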
# Target sequence (Q61009 whole entry, looked up): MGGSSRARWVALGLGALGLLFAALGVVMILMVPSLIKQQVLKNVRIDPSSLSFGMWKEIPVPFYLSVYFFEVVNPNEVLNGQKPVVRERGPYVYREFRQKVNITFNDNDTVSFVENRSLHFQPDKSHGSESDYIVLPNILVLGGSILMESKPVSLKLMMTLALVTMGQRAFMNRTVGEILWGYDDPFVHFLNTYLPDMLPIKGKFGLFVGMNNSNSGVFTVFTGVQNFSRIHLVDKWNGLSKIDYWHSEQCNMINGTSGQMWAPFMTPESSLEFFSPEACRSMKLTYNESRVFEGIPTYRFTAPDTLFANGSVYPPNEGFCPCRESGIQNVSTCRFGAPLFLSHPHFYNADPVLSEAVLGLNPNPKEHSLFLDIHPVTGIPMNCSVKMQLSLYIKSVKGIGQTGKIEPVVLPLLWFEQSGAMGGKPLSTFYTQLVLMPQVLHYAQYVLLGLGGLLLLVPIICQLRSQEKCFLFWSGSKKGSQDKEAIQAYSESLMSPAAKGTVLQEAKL
# V-ATPase pH = regulators of yeast V-ATPase proton transport; response, % at 10 µM; 350,000 compounds, 0.37% hits; S. cerevisiae, pHLuorin cytosolic pH fluorescence; in the data active = response mostly above about 7.3%, no sharp cut-off; inactive = mostly below about 5.4%; note: actives read high; inactives centre near 0; some compounds called inactive have numbers as strong as hits; reference of the scale not given here
# Wnt act = activates Wnt/beta-catenin signaling in a reporter cell assay. 300,000 compounds, 1.2% hits. AID 743398. activator, plate reader. activation, % at 9.35 µM; in the data active = activation above about 30%, passing the limit was not always enough; inconclusive = no clear call, values can overlap the other calls;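 note: 0% = neutral control wells and 100% = positive control wells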
# HTR5A ag = counter-screen for OPRM1-OPRD1 agonists: human HTR5A agonism. HTR5A agonist assay, luminescence, cell-based. activation, % at 9.3 µM. 340,000 compounds, 0.61% hits. AID 504692; in the data active = activation mostly above about 9.5%, no sharp cut-off; inactive = mostly below about 7.6%;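 note: 0% = cells with vehicle only and 100% = reference agonist; strong numbers were not always called active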
# HTR5A inv ag = inverse agonist of human HTR5A in OPRM1-OPRD1 counter-screen; 340,000 compounds, 0.083% hits; HTR5A cell line, luminescence, inverse agonism; inhibition, % at 9.3 µM; P47898; in the data active = inhibition mostly above about 23%, no sharp cut-off; inactive = mostly below about 18%;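 note: 0% = cells with DMSO and 100% = no-cell wells with DMSO; some compounds called inactive have numbers as strong as hits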
# dFosB activator = enhances mouse delta FosB homodimer DNA binding. P13346. purified delta FosB, TAMRA-CDK5 oligo fluorescence polarization; percent of positive-control signal above neutral wells. activation, % at 25 µM. 340,000 compounds, 0.99% hits. AID 493131;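 active = mean activation above about 17%, with every replicate also reaching it, limit read from the data, passing the limit was not always enough; inconclusive = only one of the two conditions met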;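 note: fluorescence polarization rise as delta FosB binds a TAMRA Cdk5 AP-1 oligo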
# Target sequence (P13346 whole entry, looked up): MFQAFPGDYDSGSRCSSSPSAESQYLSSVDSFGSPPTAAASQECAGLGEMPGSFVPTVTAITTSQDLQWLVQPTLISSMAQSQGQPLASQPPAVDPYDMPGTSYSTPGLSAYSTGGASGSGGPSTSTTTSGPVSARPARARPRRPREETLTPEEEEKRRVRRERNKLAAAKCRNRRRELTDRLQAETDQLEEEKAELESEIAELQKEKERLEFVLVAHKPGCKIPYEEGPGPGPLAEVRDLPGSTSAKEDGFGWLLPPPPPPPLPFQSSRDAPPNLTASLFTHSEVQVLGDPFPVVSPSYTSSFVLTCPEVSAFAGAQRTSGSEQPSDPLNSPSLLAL
# NSD2 HMT inh = blocks human histone methyltransferase NSD2; O96028; NSD2 peptide methylation, AlphaScreen, 120 min; inhibition, % at 12.5 µM; 310,000 compounds, 0.54% hits; in the data active = inhibition above about 50%
# The depositor's hits bear a star; ? = inconclusive; / = not tested or not shown. An unsorted share of the library; about 5% have a hit in one of these screens.
SMILES,CDK5 inh,PvdQ acylase,MITF TRPM1 HTS,SR-BI DiI inh,V-ATPase pH,Wnt act,HTR5A ag,HTR5A inv ag,dFosB activator,NSD2 HMT inh
O=C(NCCc1ccc(Cl)cc1)C(=O)Nc1cc2c3c(c1)CC(=O)N3CCC2,0.7,-16,13,38,1,-1,0,-1,-11,0
Cc1ccc(CS(=O)(=O)CCC(=O)NCCN2CCCC2)cc1,-0.1,-9,3,12,-3,0,1,16,7,-1
COC(=O)c1sc(NC(=O)c2ccoc2C)nc1C,1.4,-19,/,20,4,10,2,-4,-6,5
CC(=O)N1N=C(c2ccc([N+](=O)[O-])cc2)CC1c1ccccc1Cl (stereo not given),7.0,-17,5,26,0,-2,1,-2,-9,9
N#Cc1cc2cc3c(cc2nc1NCCNC(=S)NCCCN1CCOCC1)OCO3,-0.8,-14,-4,12,0,-1,-1,-42,-4,0
O=C(COC(=O)C1=Cc2ccccc2OC1)NCc1ccco1,0.0,-3,-3,-11,-2,2,-5,13,7,1
CCN1CCCC1CNC(=O)Cn1cc(C)c(=O)[nH]c1=O (stereo not given),1.4,2,4,-17,-2,-1,1,-5,4,/
CC(C)Cn1c(SC(C)C(=O)Nc2ccc(N3CCOCC3)cc2)nc2ccccc21 (stereo not given),-2.9,-26,-19,-12,3,-4,3,-7,-15,7
COc1cc(Cl)c(CN2CCCC(CO)(Cc3cccc(Cl)c3)C2)cc1OC (stereo not given),0.8,-5,-2,2,-4,-5,-4,11,-11,1
CCOc1ccc(NS(=O)(=O)c2ccc3[nH]cc(C(=O)NCCOC)c(=O)c3c2)cc1,2.0,-3,-5,-19,1,-4,8,-11,8,2
C(=C\c1nnc(-c2cccs2)o1)/c1ccccc1,-0.9,38*,123*,4,13*,-2,-3,6,-24,-1
CCOC(=O)NC(Nc1ccc(C)cn1)(C(F)(F)F)C(F)(F)F,-0.9,-17,17,-9,1,/,-6,16,5,-1
COC(CNC(=O)C1CC(=O)N(CCc2ccccc2)C1)OC (stereo not given),-0.4,-10,-7,-33,-3,/,-2,-14,-4,2
COC(=O)c1ccc(NC(=O)CCN2CCOCC2)cc1,0.6,5,/,-13,6,1,-4,16,1,-1
Cc1c(Cl)cccc1NC(=O)CCC(=O)N/N=C/c1ccc[nH]1,0.4,-8,-2,-7,1,-12,-3,8,-2,3
C=CCN(Cc1nc(-c2ccc(OC)cc2)no1)C(=O)c1ccc2c(c1)OCO2,0.3,-14,4,/,-1,2,1,-9,-7,-1
CC(C)Cc1nc(N2CCOCC2)c(C#N)c2c1COC(C)(C)C2,-0.1,-20,11,29,0,/,-6,15,-6,19
O=[N+]([O-])c1cc(S(=O)(=O)N2CCOCC2)ccc1N1CCNCC1,0.5,-3,-4,-6,0,-3,1,-3,-8,0
Cc1noc(/C=C/c2ccco2)c1S(=O)(=O)N1CCC(C(=O)N2CCc3ccccc3C2)CC1,0.6,-12,/,30,0,/,1,6,-12,/
Cc1ccc2oc(=O)c3cc(C(=O)NCCCN4CCCC(C)C4)sc3c2c1 (stereo not given),-5.9,-15,23,10,-2,0,7,10,-29,0
CCOC(=O)C(=O)Nc1ccccc1C(=O)OCC,0.7,2,18,4,5,0,0,-1,-4,0
COc1cccc(NC(=O)CN2C(=O)COc3ccc(S(=O)(=O)N4CCC(C)CC4)cc32)c1,1.4,-3,1,-1,-1,1,3,-10,-2,0
Cc1ccc(NS(=O)(=O)c2cccc(C(=O)O)c2)c(C)c1,2.9,-12,0,-10,-2,-5,0,0,5,-2
Cc1cc2c(c(=O)o1)C(c1ccc([N+](=O)[O-])o1)C(C#N)=C(N)O2 (stereo not given),0.9,-1,/,-15,2,4,/,/,0,7
Cc1ccc(NC(=O)c2sc3nc4c(c(-c5ccco5)c3c2N)CCC4)cc1,-0.3,7,7,36,-1,-4,2,-8,-8,-2
CC[C@]1(C(=O)OC)[C@H]2C(=O)N(C)C(=O)[C@H]2[C@H]2CN=C(SC)N21,0.5,-3,2,-8,0,0,1,-3,1,/
COc1ccc(NC(=O)COCC(=O)Nc2ccc(C)cc2)cc1,1.6,9,/,14,0,-1,4,19,2,-1
O=C(NCCNC(=O)c1ccc(Cl)cc1Cl)c1ccccn1,-1.6,-17,5,/,0,-1,6,-17,-3,2
O=C(CCC(=O)Nc1ccccc1Cl)NNC(=O)c1ccco1,1.7,-7,-2,-18,3,/,-1,-17,9,-1
CC(C)[C@H](NC(=O)c1ccccc1)C(=O)O,-0.7,2,-4,-12,-2,-1,-2,6,4,3
COc1ccc(NC(=O)COC(=O)Cn2cnc3ccccc3c2=O)cc1OC,-2.1,-10,1,18,-1,2,0,10,-3,2
CC(=O)NC(Cc1c[nH]c2ccccc12)C(=O)NCCc1ccccc1 (stereo not given),-0.7,3,/,-8,2,-2,3,-17,7,7
O=S(=O)(Nc1ncnc2sc3c(c12)CCC3)c1ccc(Cl)s1,-1.4,11,-14,1,-4,/,-2,-49,-9,3
Cc1cc(C)c(C#N)c(SCC2COc3ccccc3O2)n1 (stereo not given),2.0,-8,-12,29,-3,-5,-6,14,-2,-4
CCN(CC)c1ccc(-c2nn3c(-c4n[nH]c5c4CCC5)nnc3s2)cc1,1.9,-1,-30,10,2,/,16*,-18,-17,-3
NC(=O)COC(=O)c1c2c(nc3ccccc13)CCC2,0.1,-3,-17,-12,2,-2,1,1,-10,5
NC(=O)c1cccc2ccccc12,-2.8,-13,2,/,3,-2,-2,6,-2,-1
Cc1ccc(CNC(=O)CN(c2ccc(Cl)cc2)S(C)(=O)=O)cc1,1.0,-12,26,/,-2,5,-5,-15,-2,-7
COc1ccccc1-c1nc(SC)n[nH]1,-0.6,-2,-16,-21,1,/,0,-1,-8,0
Cc1c(C2(O)CCCCC2)[nH]c2ncccc12,1.9,-6,12,-5,-2,6,9,-5,1,/
CCCCN(C)C(=O)C1CCCN(S(=O)(=O)c2ccc3c(c2)CC(C)N3C(=O)C2CC2)C1 (stereo not given),-2.6,-5,-6,-10,2,0,-3,13,-6,1
O=c1c2c([N+](=O)[O-])cc([N+](=O)[O-])cc2nc2ccccn12,-0.8,8,5,-18,-2,0,3,16,-6,2
Cc1nn(C(C)C(=O)c2cccc(Cl)c2)c(C)c1[N+](=O)[O-] (stereo not given),2.0,-8,2,9,3,0,0,14,2,/
C#CCOCCOCCOCCNc1nc(N2CCN(C(=O)Cn3cc(CC(C)O)nn3)CC2)nc(N2CCN(C(=O)[C@H](CCCCN)n3cc(CC(C)O)nn3)CC2)n1 (stereo not given in full),1.0,-21,-1,-12,2,-5,8,-20,-1,/
Cc1oncc1-c1csc(-c2ccccc2)n1,-3.1,-11,33,10,1,?,-1,2,5,-3
CCOC(=O)C1=C(C)NC2=C(C(=O)c3ccccc32)C1c1ccc([N+](=O)[O-])o1 (stereo not given),0.1,3,/,36,-1,15,0,-40,-8,5
NC(=O)NC(=O)COC(=O)c1ccc(Cl)c(S(=O)(=O)N(Cc2ccccc2)c2ccc(Cl)cc2)c1,0.9,-14,-11,-1,2,/,4,-7,3,0
N#C/C(=C\c1ccco1)C(=O)Nc1ccc(S(N)(=O)=O)cc1,-0.1,10,1,0,8.6*,3,-5,-19,4,1
CNc1ccccc1C(=O)OCC(=O)N(CCOC)c1c(N)n(CC(C)C)c(=O)[nH]c1=O,-3.4,-15,0,-4,-6,-1,-3,7,0,-6
O=C1NC(c2ccccc2)=NC1(Nc1ccccn1)C(F)(F)F (stereo not given),0.0,-11,-7,-8,-2,0,0,-7,11,-1
CCC(C(=O)NCCCN1CCN(CCCNC(=O)C(CC)c2ccccc2)CC1)c1ccccc1 (stereo not given),6.2,1,/,-8,1,-1,-5,19,-2,-1
O=C(Nc1nc2ccccc2c(=O)[nH]1)c1ccccc1SCc1ccccc1,0.4,-8,4,1,-3,-2,5,-13,4,-7
COc1ccc(S(=O)(=O)N2CCN(CC(=O)NC3CC3)CC2)cc1,-1.3,1,6,-6,-3,1,-2,11,-5,-1
COCc1nnc(NC(=O)c2ccc(S(=O)(=O)N3CCOCC3)cc2)o1,0.0,-11,9,-11,3,0,3,-11,-3,-2
CCC(NS(=O)(=O)c1ccc(OC)cc1)C(=O)NCCC1=CCCCC1 (stereo not given),0.3,-9,8,-1,-1,-4,-2,-12,-11,-3
O=C1NC2=C(C(=O)CCC2)C(c2ccc3ncccc3c2)N1 (stereo not given),-0.8,-1,0,-10,-1,-3,-6,-16,-1,1
COc1cc(NC(=O)c2ccc(OCc3c(C)noc3C)c(OC)c2)cc(OC)c1,0.0,-7,/,86*,2,-1,4,-11,-17,0
Cc1ccc(NC(=O)NCc2ccncc2)cc1Cl,-0.5,-5,12,-21,2,13,3,0,-5,-1
Cc1ccc(C)c(N2CCN(C(=O)c3ccc(CS(=O)(=O)c4ccccc4C)o3)CC2)c1,-0.2,-15,/,12,2,-7,0,13,-22,0
Cc1ccc(OC(C)C(=O)N2CCCc3ccccc32)cc1 (stereo not given),-1.4,3,7,-6,2,/,2,1,-1,-3

# Quoted from the entries so far (2 entries):
SMILES,CDK5 inh,PvdQ acylase,MITF TRPM1 HTS,SR-BI DiI inh,V-ATPase pH,Wnt act,HTR5A ag,HTR5A inv ag,dFosB activator,NSD2 HMT inh
CCOC(=O)C1=C(C)NC2=C(C(=O)c3ccccc32)C1c1ccc([N+](=O)[O-])o1 (stereo not given),0.1,3,/,36,-1,15,0,-40,-8,5
NC(=O)NC(=O)COC(=O)c1ccc(Cl)c(S(=O)(=O)N(Cc2ccccc2)c2ccc(Cl)cc2)c1,0.9,-14,-11,-1,2,/,4,-7,3,0

# Going on with the list:
SMILES,CDK5 inh,PvdQ acylase,MITF TRPM1 HTS,SR-BI DiI inh,V-ATPase pH,Wnt act,HTR5A ag,HTR5A inv ag,dFosB activator,NSD2 HMT inh
CCC1=C(OC(=O)N(CC)CC)N2C(=O)OC(=NCC(=O)OC)[C@]2(C)[C@H]2C1=CC[C@H]1C(=O)NC(=O)[C@H]12,0.0,-6,5,-2,-3,-3,-1,2,-5,/
CC1=NNC(=O)C1CCC(=O)N/N=C/c1ccco1 (stereo not given),0.2,-11,8,4,-3,0,3,-28,7,-7
O=C(NCc1ccco1)c1cc(S(=O)(=O)N2CCCc3ccccc32)ccc1Cl,0.2,-5,-10,-8,-2,/,-3,21,-3,-1
O=C(Cc1ccc(F)cc1)N[C@@H]1c2ccccc2CC[C@@H]1OCc1ccccc1,2.9,0,-6,-11,-1,-2,0,2,5,/
Cc1ccc(OCc2ccc(C(=O)NCc3cccnc3)cc2)cc1C,-2.1,-17,28,29,/,-6,0,-31,-16,0
COC(=O)c1ccccc1NC(=S)NC(C)=O,0.1,-10,-17,-5,-1,-1,5,-5,-2,0
CCCCNC(=S)NNC(=O)c1csc(C)c1,-5.6,5,/,1,0,16,1,20,-1,1
COC(=O)CCc1c(C)c(C(=O)c2cccc(OC)c2OC)c2ccccn12,-0.7,-7,3,8,5,0,-1,3,7,-1

# Full records from above. Screens in order: CDK5 inh	PvdQ acylase	MITF TRPM1 HTS	SR-BI DiI inh	V-ATPase pH	Wnt act	HTR5A ag	HTR5A inv ag	dFosB activator	NSD2 HMT inh
# COC(=O)c1ccccc1NC(=S)NC(C)=O reads 0.1	-10	-17	-5	-1	-1	5	-5	-2	0
# O=C(Cc1ccc(F)cc1)N[C@@H]1c2ccccc2CC[C@@H]1OCc1ccccc1 reads 2.9	0	-6	-11	-1	-2	0	2	5	/

# Compound activity (PubChem BioAssay)
